TRPC4 agonist = activators of mouse TRPC4 channel | Q9QUQ5 | HEK293 TRPC4beta/mu-opioid, Fluo4 calcium fluorescence; stronger effect = higher value | AID 2237 | B-score at 10 µM | 0.49% of 310,000 active;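 active = B-score above 5 SD of library B-scores, and initial fluorescence ratio not above library mean plus 5 SD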;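 also: positive B-score marks a calcium rise read as TRPC4 activation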
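Assay system: HEK293 stable line with TRPC4beta plus mu-opioid receptor. Times: dye 45 min RT, read 110 s. Measured by: kinetic Fluo4 calcium fluorescence. Measure: B score of integrated ratio. Controls: assay buffer as low control, maximal DAMGO as high control.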
PolyA inh = inhibitors of polyadenylation in S. cerevisiae; S. cerevisiae SKY197-pL101 polyadenylation reporter, beta-gal luminescence; efflux-impaired pdr1/pdr3 knockout yeast; score 100 = 6 SD above DMSO; calls only at 12 µM; 0.02% of 300,000 active;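 active = lowest replicate activity score at least 50, where 100 means six control SD above control mean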;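 also: yeast exposed to compound for 9 h at 30 °C; higher score means more reporter readthrough which indicates perturbed polyadenylation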
KCNQ1 pot = potentiators or activators of human KCNQ1 potassium channel | P51787 | CHO-K1 KCNQ1, thallium flux FluxOR fluorescence; stronger effect = higher value | B-score at 10 µM | 0.35% of 310,000 active | AID 2648;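 active = fluorescence ratio B-score, a plate-corrected score, at least three library SD, with initial intensity B-score within 5 SD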
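Test system: CHO-K1 cells stably expressing KCNQ1 / Medium: assay buffer / Also added: depolarizing K+/Tl+ stimulus, K2SO4 and Tl2SO4 each 12.5 mM in 5x stock / Incubation: 90 min dye loading and 20 min compound exposure, both at room temperature / Signal: thallium influx via FluxOR fluorescence, kinetic imaging / Evaluation: B score of baseline-normalized fluorescence ratio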
hERG protect = shields human hERG channel from block by proarrhythmic agents | Q12809 | CHO-hERG, FluxOR thallium flux, dofetilide IC70 present | activation (rescue from dofetilide block), less the hit threshold, % at 10 µM | 0.51% of 310,000 active | AID 1511;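 active = activation above the mean of controls blocked by dofetilide plus 5 SD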;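 also: thallium influx through hERG after potassium depolarization seen as dye fluorescence rise; in these data hits start at about 4.7%; inactives centre near -7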
TRPC4 block = blocks the mouse TRPC4 cation channel; HEK293 TRPC4beta/mu-opioid, DAMGO-evoked Fluo4 calcium flux; stronger effect = lower value; B-score at 10 µM; 0.39% of 300,000 active;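 active = B-score over 3 SD under the library average, no early fluorescence shift, positive overall ratio signal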
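System: stable TRPC4beta/mu-opioid receptor HEK293 cells; Dosing: single-point compound dosing; Measured by: Fluo4 Ca2+ flux fluorescence; Read-out basis: per-well B score of integrated baseline-normalized Fluo4 ratio.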
KCNK3 block = human KCNK3 channel inhibition, primary screen; O14649; CHO-KCNK3 thallium flux, FluxOR fluorescence; stronger effect = lower value; B-score at 10 µM; 0.84% of 340,000 active; AID 602410;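 active = B-score under library mean minus 4 SD, starting fluorescence ratio at most library mean plus 5 SD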;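 also: more negative B-score means stronger inhibition of thallium flux through KCNK3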
Target sequence (O14649 whole entry, looked up): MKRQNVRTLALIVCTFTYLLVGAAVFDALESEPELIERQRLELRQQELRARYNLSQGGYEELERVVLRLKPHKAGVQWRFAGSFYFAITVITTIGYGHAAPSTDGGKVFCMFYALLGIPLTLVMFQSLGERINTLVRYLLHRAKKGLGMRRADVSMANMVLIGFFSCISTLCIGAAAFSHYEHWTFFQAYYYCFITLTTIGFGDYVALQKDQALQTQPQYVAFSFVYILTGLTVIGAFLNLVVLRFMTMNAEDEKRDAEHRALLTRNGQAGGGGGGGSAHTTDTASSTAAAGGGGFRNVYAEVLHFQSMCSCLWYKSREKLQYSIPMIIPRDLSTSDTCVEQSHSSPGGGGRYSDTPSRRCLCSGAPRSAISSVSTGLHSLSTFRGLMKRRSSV
KCNK9 inh = blocks the human KCNK9 two-pore domain potassium channel; B-score at 10 µM; Q9NPC2; HEK293 KCNK9, FluxOR thallium flux fluorescence; stronger effect = lower value; 1.2% of 310,000 active; AID 488922;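 active = ratio B-score over 3 SD below the library mean, with starting fluorescence within 5 SD of its mean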;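 also: negative B-score means less thallium flux so channel inhibition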
Target sequence (Q9NPC2 whole entry, looked up, the tested form may be a part): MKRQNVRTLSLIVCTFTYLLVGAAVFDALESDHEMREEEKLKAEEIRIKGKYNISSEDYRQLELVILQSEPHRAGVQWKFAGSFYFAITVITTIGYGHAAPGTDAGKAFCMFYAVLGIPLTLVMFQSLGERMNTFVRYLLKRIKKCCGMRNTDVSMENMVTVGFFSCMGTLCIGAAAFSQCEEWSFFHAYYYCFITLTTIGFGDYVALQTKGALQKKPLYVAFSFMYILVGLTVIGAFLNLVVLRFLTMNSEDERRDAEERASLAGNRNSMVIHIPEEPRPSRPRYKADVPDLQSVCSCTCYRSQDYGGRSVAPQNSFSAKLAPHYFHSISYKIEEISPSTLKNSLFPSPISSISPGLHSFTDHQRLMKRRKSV
Platelet DG rel = platelet dense granule release activity; human platelet-rich plasma, SFLLRN dense granule ATP release, luminescence; inhibition, %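 (compounds screened at 7.5 µM in platelet-rich plasma)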; 0.22% of 300,000 active; AID 1663;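 active = mean replicate score, as percent of positive control, at or above 50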
KCNQ1 block = inhibitors of human KCNQ1 potassium channel. P51787. CHO-K1 KCNQ1, FluxOR thallium flux fluorescence; stronger effect = higher value. B-score at 10 µM. 1.3% of 310,000 active;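 active = compounds whose thallium flux B-score, printed positive for inhibition, exceeds three library SD while starting fluorescence stays within three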;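 also: channel opened by potassium depolarization with thallium stimulus after 20 min compound exposure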
TRPC4 PAM = allosteric potentiators of mouse TRPC4 channel. Q9QUQ5. HEK293 TRPC4beta/mu-opioid, DAMGO EC20, Fluo-4 Ca2+ flux; stronger effect = higher value. B-score at 10 µM. 0.42% of 310,000 active. AID 2227;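 active = B-score of calcium response area above 5 SD of library B-scores, with initial fluorescence ratio within 5 SD of library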;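 also: B-score of integrated fluorescence ratio over time as area under calcium response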
DYRK1A inh = blocks rat Dyrk1A kinase activity; Q63470; ADP-Glo luminescence, NFATc1 peptide; inhibition, % at 12.5 µM; 0.43% of 310,000 active; AID 504441; in the data active = inhibition above about 50%;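 also: plate controls were vehicle with enzyme for no effect and no enzyme for full effect; many of its hits are not listed in these tables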
Active calls of the source: *. A portion of the library. The share of hits here may be higher or lower than overall.

For COc1ccc2[nH]c3c(=O)n4c(nc3c2c1)SCC4 the results were TRPC4 agonist inactive, PolyA inh inactive, KCNQ1 pot inactive, hERG protect -4.7, TRPC4 block inactive, KCNK3 block inactive, KCNK9 inh inactive, Platelet DG rel -1.6, KCNQ1 block inactive, TRPC4 PAM inactive and DYRK1A inh 32.4.
`Cc1ccc(NC(=O)c2nc[nH]c2C(=O)N2CCOCC2)c(C(=O)c2ccccc2)c1` gave TRPC4 agonist inactive, PolyA inh inactive, KCNQ1 pot inactive, hERG protect -12.6, TRPC4 block inactive, KCNK3 block inactive, KCNK9 inh inactive, Platelet DG rel -3.4, KCNQ1 block inactive, TRPC4 PAM inactive and DYRK1A inh -1.8.
For CCc1ccc(C(C)NC(=O)C2CCCC2)cc1 (configuration not stated) the results were TRPC4 agonist inactive, PolyA inh inactive, KCNQ1 pot inactive, hERG protect 4.9*, TRPC4 block inactive, KCNK3 block inactive, KCNK9 inh inactive, Platelet DG rel -10.5, KCNQ1 block inactive, TRPC4 PAM inactive and DYRK1A inh -0.1.
For Nc1nnc(SCC(=O)OCc2ccc(Cl)c(Cl)c2)s1 the results were TRPC4 agonist inactive, PolyA inh inactive, KCNQ1 pot inactive, hERG protect -15.2, TRPC4 block inactive, KCNK3 block inactive, KCNK9 inh inactive, Platelet DG rel -5.8, KCNQ1 block inactive, TRPC4 PAM inactive and DYRK1A inh 5.6.
Screening Nc1nncn1C(=O)c1c(Cl)cccc1Cl returned TRPC4 agonist inactive, PolyA inh inactive, KCNQ1 pot inactive, hERG protect -7.0, TRPC4 block inactive, KCNK3 block inactive, KCNK9 inh inactive, Platelet DG rel 8.1, KCNQ1 block inactive, TRPC4 PAM inactive and DYRK1A inh -6.4.
COC(=O)c1cnn2c1C(=O)N(Cc1cccs1)CC2 was read as TRPC4 agonist inactive, PolyA inh inactive, KCNQ1 pot inactive, hERG protect -0.2, TRPC4 block inactive, KCNK3 block inactive, KCNK9 inh inactive, Platelet DG rel -11.5, KCNQ1 block inactive and TRPC4 PAM inactive.
Screening Cc1ccc(CSc2nnc([C@@H]3CCCN3)o2)cc1 returned TRPC4 agonist inactive, PolyA inh inactive, KCNQ1 pot inactive, hERG protect -3.9, TRPC4 block inactive, KCNK3 block inactive, KCNK9 inh inactive, Platelet DG rel 10.3, KCNQ1 block inactive, TRPC4 PAM inactive and DYRK1A inh -3.0.
Screening Cc1ccc(S(=O)(=O)NCCC(=O)OCC(=O)Nc2cccc(S(=O)(=O)NC3=NCCCCC3)c2)cc1 returned TRPC4 agonist inactive, PolyA inh inactive, KCNQ1 pot inactive, hERG protect -13.5, TRPC4 block inactive, KCNK3 block inactive, KCNK9 inh inactive, Platelet DG rel 1.3, KCNQ1 block inactive, TRPC4 PAM inactive and DYRK1A inh -0.5.
Screening COc1ccc(N2CCN(c3ccc(S(=O)(=O)N(C(C)C)C(C)C)cn3)CC2)cc1 returned TRPC4 agonist inactive, PolyA inh inactive, KCNQ1 pot inactive, hERG protect -7.9, TRPC4 block inactive, KCNK3 block inactive, KCNK9 inh inactive, Platelet DG rel 2.9, KCNQ1 block inactive, TRPC4 PAM inactive and DYRK1A inh -4.1.
O=C1c2ccccc2NC(c2ccc(Cl)cc2Cl)N1Cc1ccccc1 (configuration not stated) was read as TRPC4 agonist inactive, PolyA inh inactive, KCNQ1 pot inactive, hERG protect -4.8, TRPC4 block inactive, KCNK3 block inactive, KCNK9 inh inactive, Platelet DG rel 5.8, KCNQ1 block inactive, TRPC4 PAM inactive and DYRK1A inh -3.1.
For CCOC(=O)C1C(c2ccc([N+](=O)[O-])cc2)C2C(=O)NN=C2CC1(C)O (configuration not stated) the results were TRPC4 agonist inactive, PolyA inh inactive, KCNQ1 pot inactive, hERG protect -2.6, TRPC4 block inactive, KCNK3 block inactive, KCNK9 inh inactive, Platelet DG rel -31.8, KCNQ1 block inactive and TRPC4 PAM inactive.
`COC(=O)c1c(N)n(CCCN2CCOCC2)c2nc3ccccc3nc12` gave TRPC4 agonist inactive, PolyA inh inactive, KCNQ1 pot inactive, hERG protect -16.0, TRPC4 block inactive, KCNK3 block inactive, KCNK9 inh inactive, Platelet DG rel -2.1, KCNQ1 block inactive, TRPC4 PAM inactive and DYRK1A inh 0.2.
Screening N#Cc1ccc(C(c2nnnn2Cc2ccccc2)N2CCCC2)cc1 (configuration not stated) returned TRPC4 agonist inactive, PolyA inh inactive, KCNQ1 pot inactive, hERG protect -8.8, TRPC4 block inactive, KCNK3 block inactive, KCNK9 inh inactive, Platelet DG rel 1.2, KCNQ1 block inactive, TRPC4 PAM inactive and DYRK1A inh -6.6.
`COc1ccc(CC(=O)NNC(=O)Cc2ccc(OC)cc2)cc1` gave TRPC4 agonist inactive, PolyA inh inactive, KCNQ1 pot inactive, hERG protect -7.6, TRPC4 block inactive, KCNK9 inh inactive, Platelet DG rel -15.3, KCNQ1 block inactive and TRPC4 PAM inactive.
C=C(C)CN(CC)C(=O)c1ccc(OC2CCN(S(=O)(=O)N(C)C)CC2)cc1 was read as TRPC4 agonist inactive, PolyA inh inactive, KCNQ1 pot inactive, hERG protect -18.1, TRPC4 block inactive, KCNK3 block inactive, KCNK9 inh inactive, Platelet DG rel -3.0, KCNQ1 block inactive, TRPC4 PAM inactive and DYRK1A inh -1.3.
Cc1ccc(-c2nnc(NC(=O)c3ccco3)o2)c(C)c1 was read as TRPC4 agonist inactive, PolyA inh inactive, KCNQ1 pot inactive, hERG protect -2.6, TRPC4 block inactive, KCNK3 block inactive, KCNK9 inh inactive, Platelet DG rel 8.1, KCNQ1 block inactive, TRPC4 PAM inactive and DYRK1A inh 6.1.
For CCCOc1ccc(-c2nnn(CC(=O)c3ccc4c(c3)OCCO4)n2)cc1 the results were TRPC4 agonist inactive, PolyA inh inactive, KCNQ1 pot inactive, hERG protect -6.2, TRPC4 block inactive, KCNK3 block inactive, KCNK9 inh inactive, Platelet DG rel 10.0, KCNQ1 block inactive, TRPC4 PAM inactive and DYRK1A inh -6.4.
Screening O=C(Cc1ccc([N+](=O)[O-])cc1)N/N=C/c1cccnc1 returned TRPC4 agonist inactive, PolyA inh inactive, KCNQ1 pot inactive, hERG protect -1.4, TRPC4 block inactive, KCNK3 block inactive, KCNK9 inh inactive, Platelet DG rel 1.7, KCNQ1 block inactive, TRPC4 PAM inactive and DYRK1A inh 0.7.
Screening CCC1=[N+](CC(=O)c2ccc(Br)cc2)CCn2c(C)ccc21 returned TRPC4 agonist inactive, PolyA inh inactive, KCNQ1 pot inactive, hERG protect -9.8, TRPC4 block inactive, KCNK3 block inactive, KCNK9 inh inactive, Platelet DG rel 17.3, KCNQ1 block inactive, TRPC4 PAM inactive and DYRK1A inh -2.5.
C=C(C)C(=O)N1CC2(CC(c3cccc(NC(=O)CCCCC)c3)=NO2)C[C@H]1C(N)=O (some centres not stated) was read as TRPC4 agonist inactive, PolyA inh inactive, KCNQ1 pot inactive, hERG protect -8.0, TRPC4 block inactive, KCNK3 block inactive, KCNK9 inh inactive, Platelet DG rel 1.2, KCNQ1 block inactive, TRPC4 PAM inactive and DYRK1A inh 2.2.
Cc1ccc(CNC(=O)C2CCCN(c3nc(C)cc(C)n3)C2)cc1 (configuration not stated) was read as TRPC4 agonist inactive, PolyA inh inactive, KCNQ1 pot inactive, hERG protect -0.8, TRPC4 block inactive, KCNK3 block inactive, KCNK9 inh inactive, Platelet DG rel -2.0, KCNQ1 block inactive, TRPC4 PAM inactive and DYRK1A inh 5.7.
`O=C(c1ccco1)N1CCN(c2ccc(Cl)c(Cl)c2)CC1` gave TRPC4 agonist inactive, PolyA inh inactive, KCNQ1 pot inactive, hERG protect -19.7, TRPC4 block inactive, KCNK3 block inactive, KCNK9 inh inactive, Platelet DG rel -18.7, KCNQ1 block inactive, TRPC4 PAM inactive and DYRK1A inh 3.9.
`COc1cccc(C(=O)Nc2ccc(NC(C)=O)cn2)c1` gave TRPC4 agonist inactive, PolyA inh inactive, KCNQ1 pot inactive, hERG protect -4.9, TRPC4 block inactive, KCNK3 block inactive, KCNK9 inh inactive, Platelet DG rel 11.3, KCNQ1 block inactive, TRPC4 PAM inactive and DYRK1A inh 4.2.
For O=C1NCCN1CCNS(=O)(=O)c1ccc(F)c(Cl)c1 the results were TRPC4 agonist inactive, PolyA inh inactive, KCNQ1 pot inactive, hERG protect -3.5, TRPC4 block inactive, KCNK3 block inactive, KCNK9 inh inactive, Platelet DG rel -0.4, KCNQ1 block inactive, TRPC4 PAM inactive and DYRK1A inh 3.0.
For Cc1cnn(C(=O)c2cc(-c3ccccc3)nc3ccccc23)c1 the results were TRPC4 agonist inactive, PolyA inh inactive, KCNQ1 pot inactive, hERG protect -8.7, TRPC4 block inactive, KCNK3 block inactive, KCNK9 inh inactive, Platelet DG rel -4.2, KCNQ1 block inactive, TRPC4 PAM inactive and DYRK1A inh 0.8.
For CCNC(=S)Nc1ccc2c(c1)oc1ccccc12 the results were TRPC4 agonist inactive, PolyA inh inactive, KCNQ1 pot inactive, hERG protect -7.0, TRPC4 block inactive, KCNK3 block inactive, KCNK9 inh inactive, Platelet DG rel -10.2, KCNQ1 block inactive, TRPC4 PAM inactive and DYRK1A inh 2.1.
For O=C(Nc1cccn(Cc2ccccc2)c1=O)NC1CCCCC1 the results were TRPC4 agonist inactive, PolyA inh inactive, KCNQ1 pot inactive, hERG protect -8.9, TRPC4 block inactive, KCNK3 block inactive, KCNK9 inh inactive, Platelet DG rel 0.3, KCNQ1 block inactive, TRPC4 PAM inactive and DYRK1A inh 3.0.
COCc1nnc(NC(=O)CC(C)c2ccccc2)s1 (configuration not stated) was read as TRPC4 agonist inactive, PolyA inh inactive, KCNQ1 pot inactive, hERG protect -5.6, TRPC4 block inactive, KCNK3 block inactive, KCNK9 inh inactive, Platelet DG rel -2.4, KCNQ1 block inactive, TRPC4 PAM inactive and DYRK1A inh 1.6.

From PubChem
